Bioassay records from PubChem BioAssay.
GIRK2 act: activators of NPY4-receptor-primed GIRK2 channels, summary, cell-based, HEK293, thallium flux | 34,000 tested, under 10 active | HEK293 GIRK2/NPY4 cells, thallium flux fluorescence | activation (% efficacy), % for hits at 37.5 µM | G protein-activated inward rectifier potassium channel 2 (Homo sapiens), P48051;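 active means primary screen hit, no activity in plain HEK293 cells, and in GIRK2-only cells above 5% efficacy rising with concentration; inactive means the rest, including fluorescent compounds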;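 further: efficacy is normalized control-subtracted fluorescence 15 s after thallium addition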
Target sequence (P48051 whole entry, looked up): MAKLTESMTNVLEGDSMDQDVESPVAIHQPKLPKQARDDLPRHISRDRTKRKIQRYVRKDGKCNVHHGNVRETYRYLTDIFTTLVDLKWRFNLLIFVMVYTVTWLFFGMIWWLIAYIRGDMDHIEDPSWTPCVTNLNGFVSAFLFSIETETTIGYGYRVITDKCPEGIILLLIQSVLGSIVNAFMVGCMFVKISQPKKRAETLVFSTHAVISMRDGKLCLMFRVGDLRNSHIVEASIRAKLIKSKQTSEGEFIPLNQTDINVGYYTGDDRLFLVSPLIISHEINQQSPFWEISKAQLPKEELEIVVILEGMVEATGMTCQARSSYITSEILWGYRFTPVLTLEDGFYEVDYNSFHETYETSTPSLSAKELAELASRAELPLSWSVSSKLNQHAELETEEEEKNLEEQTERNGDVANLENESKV
Calls only; i = inactive.

Compound,GIRK2 act
O=C(Cc1nnc(-c2cccc(Br)c2)o1)N1CCN(C2CCCCC2)CC1,i
Cc1nnc(C2CCNCC2)s1,i
CS(=O)(=O)N1CCCC(C(=O)Nc2ccc(Cl)cc2C(=O)c2ccccc2)C1 (stereo unspecified),i
CCCOC(=O)c1c(N)n(Cc2cccs2)c2nc3ccccc3nc12,i
CC(C)CNC(=O)c1c(N)n(Cc2ccco2)c2nc3ccccc3nc12,i
CCn1nc(C(=O)Nc2ccc(Cl)cc2C(=O)c2ccccc2Cl)cc1C,i
Nc1c(C(=O)NCc2cccs2)c2nc3ccccc3nc2n1Cc1ccco1,i
CC(C)N(CC#CCN)C(C)C,i
CCN(CC)CCNC(=O)c1cc2cccnc2n(Cc2ccc(F)cc2)c1=O,i
Cc1cc(C(=O)Nc2ccc(Cl)cc2C(=O)c2ccccc2)on1,i
Cc1cc(C)n(CCN2CCN(C(=O)COc3ccccc3F)CC2)n1,i
Cc1nnc(N)n1N,i
C=CCN1C(=O)CSc2ccc(C(=O)N3CCC4(CC3)OCCO4)cc21,i
CCN(CC)CCCC(C)NC(=O)c1cc2cccnc2n(Cc2ccc(F)cc2)c1=O (stereo unspecified),i
CC12CCC3C(CC=C4CC(O)CCC43C)C1C/C(=C\c1ccccc1F)C2=O (stereo unspecified),i

5 consecutive entries already listed, quoted:
Compound,GIRK2 act
Cc1cc(C)n(CCN2CCN(C(=O)COc3ccccc3F)CC2)n1,i
Cc1nnc(N)n1N,i
C=CCN1C(=O)CSc2ccc(C(=O)N3CCC4(CC3)OCCO4)cc21,i
CCN(CC)CCCC(C)NC(=O)c1cc2cccnc2n(Cc2ccc(F)cc2)c1=O (stereo unspecified),i
CC12CCC3C(CC=C4CC(O)CCC43C)C1C/C(=C\c1ccccc1F)C2=O (stereo unspecified),i

Molecules above with a thiophene ring, fused or not, in the order listed:
Compound,GIRK2 act
CCCOC(=O)c1c(N)n(Cc2cccs2)c2nc3ccccc3nc12,i
Nc1c(C(=O)NCc2cccs2)c2nc3ccccc3nc2n1Cc1ccco1,i

(further entries)
structure: Cc1cc(C)n(CCN2CCN(C(=O)Cc3ccc(S(=O)(=O)C(C)C)cc3)CC2)n1
  GIRK2 act = i
structure: COc1ccccc1-c1c(C)oc2cc(OC(=O)N(C)C)ccc2c1=O
  GIRK2 act = i
structure: O=C(NCc1cccc2ccccc12)NCC1CCN(C(=O)Oc2ccccc2)CC1
  GIRK2 act = i
structure: O=C(COc1ccccc1)N1CCN(Cc2nc(-c3cccs3)cs2)CC1
  GIRK2 act = i
structure: COc1cccc(CNC(=O)c2cc3cccnc3n(Cc3ccccc3)c2=O)c1
  GIRK2 act = i
structure: CSc1ccc2nc(NC(=O)c3ccn(C(C)C)n3)sc2c1
  GIRK2 act = i
structure: O=C1CC(NC(=O)c2ccsc2)CN1 (stereo unspecified)
  GIRK2 act = i
structure: Nc1c(C(=O)NCc2ccco2)c2nc3ccccc3nc2n1Cc1ccccc1
  GIRK2 act = i
structure: CS(=O)(=O)N1CCC(C(=O)Nc2ccc(Br)cc2C(=O)c2ccccc2)CC1
  GIRK2 act = i
structure: O=C(Cc1ccccc1)N1CCN(CCn2ccnc2)CC1
  GIRK2 act = i
structure: Cc1cccc(CC(=O)N2CCN(Cc3nnnn3-c3ccc(F)c(F)c3)CC2)c1
  GIRK2 act = i
structure: CCOc1ccc(-n2nnnc2CN2CCN(C(=O)Cc3cccs3)CC2)cc1
  GIRK2 act = i
structure: O=C(Cc1ccccc1)N(CCN1CCOCC1)c1nc2c(F)cccc2s1
  GIRK2 act = i
structure: O=c1cccc2n1C[C@H]1CNCC2C1
  GIRK2 act = i
structure: CC1CCCCC1NC(=O)c1cc2cccnc2n(Cc2ccccc2)c1=O (stereo unspecified)
  GIRK2 act = i
structure: CC(C)N1CCN(C(=O)Cc2nnc(-c3cccc(Br)c3)o2)CC1
  GIRK2 act = i
structure: O=C(Cc1cc(-c2ccc3c(c2)OCCO3)on1)N1CCN(Cc2ccccc2)CC1
  GIRK2 act = i

Pulled one by one from above, 6 records:
structure: O=C1CC(NC(=O)c2ccsc2)CN1 (stereo unspecified)
  GIRK2 act = i
structure: O=c1cccc2n1C[C@H]1CNCC2C1
  GIRK2 act = i
structure: CCOc1ccc(-n2nnnc2CN2CCN(C(=O)Cc3cccs3)CC2)cc1
  GIRK2 act = i
structure: O=C(Cc1cc(-c2ccc3c(c2)OCCO3)on1)N1CCN(Cc2ccccc2)CC1
  GIRK2 act = i
structure: COc1cccc(CNC(=O)c2cc3cccnc3n(Cc3ccccc3)c2=O)c1
  GIRK2 act = i
structure: Cc1cccc(CC(=O)N2CCN(Cc3nnnn3-c3ccc(F)c(F)c3)CC2)c1
  GIRK2 act = i

Some of the compounds tested; count on the stated rates, not on these rows.
